DENV2 CPE: inhibitors of DENV2 cytopathic effect, primary screen, cell-based, plate reader, single concentration | DENV2-infected cells, cytopathic effect rescue | CPE inhibition, % at 9.99 µM | hit rate 1.7% among 350,000; in the data active = CPE inhibition above about 20%, passing the limit was not always enough; inconclusive = no clear call, values can overlap the other calls; tested in BHK-21 cells;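 also: 0% = median of neutral control wells and 100% = median of positive control wells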
E-sel inducer: E-selectin induction in HUVECs, primary screen, imaging, HUVEC, immunofluorescence imaging, single point; P16581; normalized: neutral wells 0, TNF-alpha wells 100; activation, % at 7.58 µM; hit rate 0.37% among 260,000;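 active = mean E-selectin-positive cell signal at least 10% of the positive control, reached in at least 60% of replicates, without over 20% cell loss; inconclusive = no rule given, readout overlaps actives, possibly toxicity-flagged; inactive = the rest, including those meeting only one limit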;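 also: in these data hits start at about 27%; measured in HUVEC primary endothelial cells; signal is the percent of cells scored E-selectin positive by PE staining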
Target sequence (P16581 whole entry, looked up): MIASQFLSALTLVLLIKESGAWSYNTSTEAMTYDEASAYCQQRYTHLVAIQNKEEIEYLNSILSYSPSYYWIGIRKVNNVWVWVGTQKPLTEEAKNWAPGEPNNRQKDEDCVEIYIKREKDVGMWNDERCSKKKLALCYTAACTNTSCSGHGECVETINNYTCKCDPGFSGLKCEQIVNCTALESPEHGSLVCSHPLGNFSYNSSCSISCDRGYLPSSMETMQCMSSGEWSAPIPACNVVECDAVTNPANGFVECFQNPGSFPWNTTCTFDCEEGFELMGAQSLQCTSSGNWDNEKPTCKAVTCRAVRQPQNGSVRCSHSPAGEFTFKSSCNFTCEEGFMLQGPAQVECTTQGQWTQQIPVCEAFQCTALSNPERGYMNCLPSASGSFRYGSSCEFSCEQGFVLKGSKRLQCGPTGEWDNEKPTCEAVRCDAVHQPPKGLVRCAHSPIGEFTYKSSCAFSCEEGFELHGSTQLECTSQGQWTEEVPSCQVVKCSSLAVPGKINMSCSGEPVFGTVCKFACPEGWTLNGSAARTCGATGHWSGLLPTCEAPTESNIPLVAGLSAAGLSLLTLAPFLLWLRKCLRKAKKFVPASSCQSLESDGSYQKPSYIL
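Read-out: % PE-positive cells | Test system: HUVEC | Doses: One compound dose added by pin transfer | Buffer or medium: EGM-2 over gelatin coat | Signal: Immunofluorescence imaging | Benchmarks: TNF-alpha, DMSO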
PglD inh: C. jejuni PglD acetyltransferase inhibitors, primary screen, biochemical, DTNB colorimetric, single point; UDP-N-acetylbacillosamine N-acetyltransferase PglD (Campylobacter jejuni); purified PglD enzyme, DTNB colorimetric CoA detection; inhibition, % at 12.5 µM; hit rate 0.098% among 360,000; AID 602405, 2012; in the data active = inhibition above about 16%, passing the limit was not always enough; inconclusive = no clear call, values can overlap the other calls; also: strong numbers were not always called active
ERp5 inh: inhibitors of ERp5-driven insulin aggregation, primary screen, biochemical, turbidity, absorbance 650 nm, single point; inhibition, % at 9.99 µM; hit rate 0.05% among 350,000; Protein disulfide-isomerase A6 (Homo sapiens), Q15084; 90 min;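 active = mean replicate inhibition above about 25%, with every replicate also reaching it, limit read from the data, passing the limit was not always enough; inconclusive = only one of those two criteria met; inactive = neither criterion met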
Target sequence (Q15084 whole entry, looked up): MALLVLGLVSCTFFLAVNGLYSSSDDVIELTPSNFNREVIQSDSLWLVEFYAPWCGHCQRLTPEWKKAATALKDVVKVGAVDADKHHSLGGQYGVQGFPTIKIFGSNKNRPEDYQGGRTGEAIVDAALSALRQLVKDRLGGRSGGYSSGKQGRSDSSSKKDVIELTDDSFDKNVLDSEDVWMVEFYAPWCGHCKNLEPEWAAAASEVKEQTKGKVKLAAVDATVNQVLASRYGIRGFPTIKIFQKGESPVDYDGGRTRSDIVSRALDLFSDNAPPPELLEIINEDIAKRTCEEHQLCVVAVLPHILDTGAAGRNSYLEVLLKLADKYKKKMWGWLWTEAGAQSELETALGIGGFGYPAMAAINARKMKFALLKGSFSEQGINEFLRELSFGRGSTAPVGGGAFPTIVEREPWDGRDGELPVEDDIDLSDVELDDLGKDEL
S100A4 inh HTS: inhibitors of S100A4-myosin IIA peptide binding, primary screen, biochemical, fluorescence polarization, TAMRA-MyoIIA peptide; hit rate 0.14% among 360,000; inhibition, % at 10.7 µM; Protein S100-A4 (Homo sapiens), P26447;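 active = mean inhibition of at least 70% across replicates, with every replicate also reaching that level; inconclusive = mean inhibition reaches 70% but some replicates fall short; inactive = mean inhibition below 70%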
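Test system: S100A4 monomer protein; Medium: HEPES pH 7.2 with CaCl2, KCl, NaCl, DTT, Triton; Probe or stimulus: TAMRA-labelled myosin IIA heavy-chain peptide probe, 5 nM; Doses: one dose per compound; Times: polarization read 5 min after assay mix addition, stable 5–60 min; Benchmarks: neutral control DMSO, positive control TFP.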
Statin myotox sup: suppressors of statin myotoxicity in C2C12 myotubes, primary screen, cell-based, single point, plate reader | C2C12 myotubes + simvastatin, ATP luminescence, 48 h; scaled: DMSO 0, geranylgeraniol control 100 | rescue of ATP level, % at 7.49 µM | hit rate 0.78% among 330,000 | AID 602340, 2012;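 active = mean ATP rescue above about 67%, or every replicate alone reaching that limit, limit read from the data, passing the limit was not always enough; inconclusive = no clear call, values can overlap the other calls; inactive = mean under the limit and some replicate under it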;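 also: myotubes were challenged with 10 µM simvastatin during compound exposure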
SIRT5 block: SIRT5 desuccinylase inhibitors, primary screen, biochemical, fluorescence imaging, single point, set 5 | inhibition, % at 15 µM | Purified SirT5, succinyl-peptide AMC, trypsin-coupled fluorescence | hit rate 1.1% among 330,000; in the data active = inhibition above about 15%; inconclusive = no clear call, values can overlap the other calls
An asterisk follows results filed as active; u = inconclusive; x = no result given. Not all compounds are listed; rates above refer to the full screens.

SMILES	DENV2 CPE	E-sel inducer	PglD inh	ERp5 inh	S100A4 inh HTS	Statin myotox sup	SIRT5 block
CCOC(=O)C1=C(C)Nc2nnnn2C1c1c[nH]c2ccccc12 (stereo not given)	x	x	x	1.0	-0.1	x	1.9
COc1ccc(N2CCN(C(=O)c3ccc(N4CCCCS4(=O)=O)cc3)CC2)cc1	1.5	x	-1.2	-3.5	3.4	-1.3	-4.3
CC(c1ccccc1)N(CCC(c1ccccc1)C1CCOC(C)(C)C1)C(=O)c1ccco1 (stereo not given)	-3.2	-2.0	-4.5	0.3	-3.3	x	6.5
CCCn1ncc(CN2CCC(CO)(Cc3ccc(OC)cc3)CC2)c1C	x	x	x	-8.7	-3.9	x	-3.9
Cc1ccc(C2(c3ccc(C)cc3)CC2C(=O)NC(C)C)cc1 (stereo not given)	3.9	0.0	2.1	5.4	1.6	8.7	1.0
CCC(C)N1CCC(Oc2ccc(C(=O)NCc3ccccn3)cc2)CC1 (stereo not given)	-10.4	-0.1	4.3	-6.0	-4.9	-2.5	-1.3
C/C=C/c1ccc2c(c1)O[C@H](CN(C)Cc1cccnc1)[C@H](C)CN([C@@H](C)CO)S2(=O)=O	x	0.0	-1.1	0.3	1.9	-9.6	-0.9
COc1ccccc1CN(C)C(=O)c1cnc(C)cn1	5.8	-0.2	-0.6	3.5	5.6	-4.8	-2.2
COC(=O)C[C@H]1C[C@H]2c3cc(NS(=O)(=O)c4cccc(OC)c4)ccc3O[C@H]2[C@H](CO)O1	6.2	0.0	0.8	1.6	1.2	-4.4	-7.3
Cc1cc(=O)n(Cc2ccco2)c(=S)[nH]1	-4.4	-0.4	-2.5	-2.6	3.9	x	1.9
C[C@@H]1CN([C@H](C)CO)C(=O)Cc2cc(NC(=O)C3CCCCC3)ccc2O[C@H]1CN(C)Cc1ccncc1	-4.3	-8.4	12.0	15.3	4.5	-23.4	-3.1
C[C@H]1CN([C@@H](C)CO)C(=O)c2cc(N(C)C)ccc2O[C@H]1CN(C)S(=O)(=O)c1cccs1	-0.5	0.0	1.9	-2.1	17.9	32.2	-2.9
COc1ccc(CN2C[C@@H](CO)O[C@@H](n3cnc4c(NCCO)ncnc43)C2)cc1	u	-0.1	-4.6	4.6	3.5	41.9	x
O=C(C[C@H]1CC[C@@H]2[C@H](COC[C@@H](O)CN2S(=O)(=O)c2cccc(Cl)c2)O1)Nc1ccccc1	-3.8	0.0	5.9	6.4	-7.4	-20.8	-1.6
CCCC(=O)N1CCC1(C)C(=O)NS(=O)(=O)c1ccc(C#N)cc1 (stereo not given)	6.3	2.1	5.6	-3.3	-3.1	3.4	-3.0
C[C@H]1CN([C@@H](C)CO)C(=O)c2cccc(NC(=O)Nc3ccc4c(c3)OCO4)c2O[C@@H]1CN(C)Cc1ccc(C(F)(F)F)cc1	-3.2	0.5	2.8	-1.9	-4.9	45.2	5.2
CSc1ncccc1C(=O)OCc1nc2ccsc2c(=O)[nH]1	19.6	x	-3.7	6.4	-3.9	-9.1	-1.1
Cn1c(=O)c2ncn(CC(=O)Nc3nc(-c4ccc(Cl)cc4)cs3)c2n(C)c1=O	0.5	x	x	9.6	3.2	x	-3.7
CC1(C(=O)NCc2ccc(C(F)(F)F)cc2)CCN1C1Cc2ccccc2C1 (stereo not given)	-2.2	0.3	1.4	11.1	4.5	5.8	3.4
CCOC(=O)Cn1c(=O)oc2cc(S(=O)(=O)Nc3cc(Cl)ccc3OC)ccc21	-2.1	-0.3	3.4	4.4	-5.5	1.4	13.3
Cc1c(NC(=O)c2cnn3cccnc23)c(=O)n(-c2ccccc2)n1C	x	x	x	0.8	12.0	x	6.0
CCCNC(=O)CS(=O)(=O)Cc1nc(-c2ccccc2C)oc1C	13.1	-0.2	-2.2	1.9	-1.8	3.4	2.6
Cc1nc2ccc(C(=O)N3CCN(c4ccccc4)CC3)cn2c1N(C)C(=O)CCc1ccccc1	10.8	-0.7	-0.8	0.9	3.0	0.0	x
CCc1ccc(C2CC(=O)N(c3ccc(F)cc3)C3=C2C(=O)OC3)cc1 (stereo not given)	0.3	x	x	1.9	5.1	x	-5.9
CN1C(=O)c2cc(NC(=O)c3ccccc3)ccc2OC[C@H]2O[C@H](CC(=O)NCC3CC3)CC[C@@H]21	5.0	0.1	-0.6	-3.8	-5.9	-5.1	-4.5
CSCCC(NC(=O)c1ccccc1)C(=O)NCCCSc1ccccc1 (stereo not given)	-5.1	x	9.9	-0.5	9.0	-4.7	0.4
Cc1ccc(OC2CCN(C(=O)[C@H]3O[C@@H](n4ccc(=O)[nH]c4=O)[C@H](O)[C@@H]3O)CC2)cc1	-3.9	0.0	-1.0	1.6	-9.4	-3.7	5.6
Cc1ccc(NC(=S)N(CCN(C)C)Cc2cccs2)cc1	0.5	1.0	-3.0	0.2	1.3	1.6	-2.2
O=C(C1CCOCC1)N1CCCC(N2CCN(c3ccc(F)cc3)CC2)C1 (stereo not given)	2.4	x	-2.9	-3.1	-4.9	21.5	-2.0
COc1cccc(NC(=S)N(CCCN2CCC(C)CC2)Cc2cccs2)c1	-3.7	2.7	0.6	2.6	0.8	x	-2.9
CC(C)NC(=O)N(C)C[C@H]1Oc2c(NS(C)(=O)=O)cccc2C(=O)N([C@H](C)CO)C[C@H]1C	-5.0	-0.2	-1.2	-1.0	19.0	11.8	-0.8
CC(=O)c1ccc2noc(-c3ccc(C)cc3)c2c1	1.3	3.7	x	2.7	-3.7	x	0.1
OCc1c(Cl)nc2ccccn12	-10.5	x	x	-0.7	-1.6	x	-6.4
O=C(Nc1ccc(F)cc1)N1CCCCN2[C@H](CO)[C@H](c3ccc(C#CC4CC4)cc3)[C@@H]2C1	u	-0.4	-3.5	1.6	-1.9	7.2	-3.4
C[C@H]1CN([C@@H](C)CO)C(=O)Cc2cc(NC(=O)Cc3ccccc3)ccc2O[C@@H]1CN(C)C(=O)Nc1ccc2c(c1)OCO2	5.7	-1.5	-0.4	3.5	23.8	-9.6	3.1
C[C@@H](NC(=O)[C@@H]1[C@@H](CO)[C@@H]2Cn3c(ccc(-c4ccccc4F)c3=O)[C@H]1N2)c1ccccc1	-2.1	0.0	-6.5	3.4	-3.0	5.1	-10.4
Nc1ccc2ccccc2c1[N+](=O)[O-]	-7.2	0.2	x	-12.1	0.8	4.8	-0.3
CN(C)CC(O)CN1C(=O)N(CN2C(=O)N(CC(O)CN(C)C)C(=O)C2(C)C)C(C)(C)C1=O (stereo not given)	5.4	x	x	-2.6	-3.2	x	-6.2
COC(=O)CCCC(=O)NC1CCCN(C2Cc3ccccc3C2)C1 (stereo not given)	6.7	-0.1	10.2	2.6	-3.5	-1.1	-2.2
S=C(NCc1ccc2c(c1)OCO2)Nc1ccc(-c2nc3ccccc3[nH]2)cc1	9.7	7.9	x	1.4	-6.9	x	-3.7
O=C(Nc1ccccc1)OCC1CCCO1 (stereo not given)	-2.7	x	1.5	1.7	-2.3	-6.6	-9.3
COc1cccc(N2CCN(C3CC(=O)N(c4ccc(F)c(Cl)c4)C3=O)CC2)c1 (stereo not given)	x	0.4	8.4	x	x	4.4	x
COC(=O)C[C@H]1CC[C@H]2[C@@H](COc3ccc(NC(=O)Cc4cccs4)cc3C(=O)N2C)O1	-2.3	0.2	-2.0	0.4	1.6	-13.9	4.3
CC(=O)Nc1ccc(S(=O)(=O)NCC(=O)Nc2ccc3c(c2)OCO3)cc1	5.0	-0.1	-4.7	2.4	1.4	5.3	x
CCO[C@@H]1OC(C(=O)N2CCCC2)=C[C@H](c2ccc3c(c2)OCO3)[C@H]1CCCO	-15.1	x	x	6.7	4.0	x	4.2
Cc1ccc(NC(=O)C2C(=O)N(C)c3ccccc32)cc1 (stereo not given)	x	x	-1.1	7.7	-1.6	x	-4.7
Cc1ccc(CN2CCN(C/C(Cl)=C/c3ccccc3)CC2CCO)o1 (stereo not given)	-4.9	-0.1	x	1.2	0.4	x	-3.5
CC(NC(=O)c1ccccc1Br)c1nnc(SCC(=O)NC2CCCCC2)n1C (stereo not given)	-7.2	x	7.1	2.5	-3.2	-3.3	-3.8
Cc1sc(NC(=O)CN2C(=O)NC3(CCCC3)C2=O)nc1-c1ccc(F)cc1	3.3	x	2.4	1.3	-5.5	1.0	5.5
C[C@@H]1CCCCO[C@H](CN(C)S(C)(=O)=O)[C@@H](C)CN([C@H](C)CO)C(=O)c2cc(NS(=O)(=O)c3ccc(F)cc3)ccc2O1	2.1	-0.2	-3.4	-0.6	1.2	1.0	11.5

Looked up by compound from the list above (five):
SMILES	DENV2 CPE	E-sel inducer	PglD inh	ERp5 inh	S100A4 inh HTS	Statin myotox sup	SIRT5 block
CCOC(=O)C1=C(C)Nc2nnnn2C1c1c[nH]c2ccccc12 (stereo not given)	x	x	x	1.0	-0.1	x	1.9
C[C@@H](NC(=O)[C@@H]1[C@@H](CO)[C@@H]2Cn3c(ccc(-c4ccccc4F)c3=O)[C@H]1N2)c1ccccc1	-2.1	0.0	-6.5	3.4	-3.0	5.1	-10.4
C[C@@H]1CN([C@H](C)CO)C(=O)Cc2cc(NC(=O)C3CCCCC3)ccc2O[C@H]1CN(C)Cc1ccncc1	-4.3	-8.4	12.0	15.3	4.5	-23.4	-3.1
Nc1ccc2ccccc2c1[N+](=O)[O-]	-7.2	0.2	x	-12.1	0.8	4.8	-0.3
Cc1nc2ccc(C(=O)N3CCN(c4ccccc4)CC3)cn2c1N(C)C(=O)CCc1ccccc1	10.8	-0.7	-0.8	0.9	3.0	0.0	x

More entries follow.
SMILES	DENV2 CPE	E-sel inducer	PglD inh	ERp5 inh	S100A4 inh HTS	Statin myotox sup	SIRT5 block
COc1ccccc1CNC(=O)C[C@H]1C[C@H]2c3cc(NC(=O)C4CCOCC4)ccc3O[C@H]2[C@@H](CO)O1	-0.4	0.3	-0.6	2.6	5.0	1.4	3.7
Fc1ccccc1-c1nnc2n1N=C(c1ccc(OC(F)F)c(OCC3CC3)c1)CS2	6.6	0.0	-2.1	1.6	14.2	4.0	x
CCCN(C)C[C@@H]1Oc2cc(/C=C/c3ccccc3)ccc2S(=O)(=O)N([C@@H](C)CO)C[C@H]1C	-2.9	0.4	-1.4	-14.5	-2.3	-3.0	2.2
CCN(CC)C(=O)[C@H]1CC(CC(=O)NCc2cccc(C(F)(F)F)c2)C(=O)N2CCc3c([nH]c4ccccc34)[C@]12C (stereo not given in full)	-7.9	0.7	0.2	-1.7	-0.3	-7.5	x
O=C(c1cccc(F)c1)N1CCCCN2[C@H](CO)[C@H](c3ccc(-c4ccc(F)cc4)cc3)[C@@H]2C1	-3.7	x	-0.9	-5.8	3.4	x	10.1
O=C(COC(=O)c1cc([N+](=O)[O-])ccc1N1CCOCC1)Nc1ccccc1OC(F)F	0.7	x	x	-4.6	3.4	18.1	-3.7
CCC(C)NC(=O)[C@@H]1CSC2c3ccccc3C(=O)N21 (stereo not given in full)	-4.3	0.6	1.7	0.1	8.2	8.2	-0.1
CCOc1ccc2c(c1)/C(=N/N1C(=O)c3ccccc3C1=O)C(=O)N2	2.1	x	x	1.2	-1.6	x	-2.2
COc1ccccc1CNC(=O)C[C@H]1CC[C@H]2[C@@H](COC[C@H](O)CN2C(=O)Nc2ccc(F)cc2)O1	0.8	-0.1	-2.2	0.3	-34.7	1.8	4.4
O=C(N/N=C/c1c(Cl)[nH]c2ccccc12)c1sc2ccccc2c1Cl	u	x	x	2.1	-2.4	x	-2.7

Source: PubChem (Broad Institute)
